LYPLA2 counter: LYPLA2 (human) inhibition in PME1 counter-screen; O95372; recombinant LYPLA2, FP-Rh probe fluorescence polarization; inhibition, % at 5.9 µM; 320,000 compounds, 0.38% hits; AID 2177;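 active means inhibition above the screen-wide mean plus 3 SD, limit set per campaign, cut at about 26% in these data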;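 further: 0% = LYPLA2 with DMSO and 100% = wells lacking LYPLA2 enzyme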
CTSL1 counter: blocks F. hepatica cathepsin L1 in PFM18AAP counter-screen; AID 1906; 300,000 compounds, 0.49% hits; inhibition, % at 5.96 µM; recombinant F. hepatica cathepsin L1, Z-Leu-Arg-MCA fluorescence;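 active means inhibition above the mean of all tested compounds plus 3 SD, set per screening campaign, cut at about 17% in these data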;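 further: 0% = plate median of test compound wells and 100% = 1 µM Z-Phe-Ala-diazomethylketone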
TPT1 inh: blocks Candida albicans tRNA 2'-phosphotransferase | recombinant caTPT1, FP RNA substrate dephosphorylation | inhibition, % at 5 µM | 300,000 compounds, 0.81% hits | AID 1962;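 active means inhibition above the mean of all tested compounds plus 3 SD, set per screening campaign, cut at about 24% in these data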;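 further: plate controls were DMSO alone for no effect and ferristatin control at 100 nM for full effect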
Efflux pump inh: blocks antifungal efflux pumps in multiplex yeast assay; S. cerevisiae Candida pump triplex, Nile Red efflux; inhibition, % at 10 µM; 330,000 compounds, 0.44% hits; AID 485275;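 active means plate passing quality check with inhibition over a set limit, or well fluorescence over plate mean plus 4 SD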;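 further: Nile Red retained in pooled yeast measured as flow cytometry median fluorescence; 0% = buffer negative control and 100% = Enniatin B positive control; higher means more Nile Red kept so more efflux inhibition; some compounds called inactive have numbers as strong as hits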
GASC-1 inh: inhibitors of human GASC-1 (JMJD2C) demethylase. Q9H3R0. GST-JMJD2C(1-420) H3K9me3 demethylation, DELFIA europium. inhibition, % at 2.35 µM. 330,000 compounds, 0.069% hits. AID 2099;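 active means more than half of a compound's replicate wells show inhibition beyond 50%, single wells judged on their own value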;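 further: signal counts dimethyl H3K9 product captured on neutravidin plate; 0% = median of DMSO wells and 100% = 0.3 times that DMSO median; strong numbers were not always called active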
PREPL inh: human PREPL enzyme inhibition; recombinant PREPL, fluorescence polarization activity-based probe; inhibition, % at 5.96 µM; 320,000 compounds, 0.68% hits; in the data active means inhibition above about 43%;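 further: 0% = enzyme with DMSO and 100% = wells lacking enzyme; many of its hits are not listed in these tables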
PP1 counter: blocks human PP1-alpha phosphatase, a PP5 counter-screen; P62136; purified PP1alpha, OMFP fluorescence; inhibition, % at 6.7 µM; 320,000 compounds, 0.9% hits; AID 2235;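 active means inhibition above the mean inhibition of all tested compounds plus 3 SD, computed separately for each screening campaign, cut at about 15% in these data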
Target sequence (P62136 whole entry, looked up): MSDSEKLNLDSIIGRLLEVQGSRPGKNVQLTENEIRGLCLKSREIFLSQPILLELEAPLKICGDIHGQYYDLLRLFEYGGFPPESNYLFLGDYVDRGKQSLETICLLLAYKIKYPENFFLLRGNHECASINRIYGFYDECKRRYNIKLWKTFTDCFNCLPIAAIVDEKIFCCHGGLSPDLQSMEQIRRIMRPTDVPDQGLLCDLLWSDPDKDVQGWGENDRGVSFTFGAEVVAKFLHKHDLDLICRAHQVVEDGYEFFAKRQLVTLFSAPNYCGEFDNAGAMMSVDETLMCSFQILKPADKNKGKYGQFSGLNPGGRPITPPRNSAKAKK
HCV core dimer: HCV core protein dimerization inhibition | TR-FRET GST/Flag-core106 dimerization, 1536-well | inhibition, % at 5 µM | 300,000 compounds, 0.33% hits;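 active means inhibition above the mean of all tested compounds plus 3 SD, set per screening campaign, cut at about 45% in these data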
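Material: Tagged HCV core106 pair (GST and Flag) | Amount: GST-core106 13.5 nM, Flag-core106 17 nM | Medium: KF-containing HEPES buffer, pH 7.45, DTT, CHAPS, BSA | Reagent: Eu donor and XL665 acceptor anti-tag antibodies | Schedule: 4 h at 22.5 °C | Technique: Time-resolved FRET, ex 340 nm, em 617 and 671 nm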
PP5 primary: PP5 (human) phosphatase inhibition; purified PP5c, OMFP substrate fluorescence; inhibition, % at 6.7 µM; 320,000 compounds, 0.18% hits; AID 1987;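 active means inhibition above the campaign's mean inhibition across all tested compounds plus 3 SD, cut at about 9.5% in these data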;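 further: 0% = DMSO only and 100% = 100 µM cantharidin control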
Target sequence (P53041 whole entry, looked up): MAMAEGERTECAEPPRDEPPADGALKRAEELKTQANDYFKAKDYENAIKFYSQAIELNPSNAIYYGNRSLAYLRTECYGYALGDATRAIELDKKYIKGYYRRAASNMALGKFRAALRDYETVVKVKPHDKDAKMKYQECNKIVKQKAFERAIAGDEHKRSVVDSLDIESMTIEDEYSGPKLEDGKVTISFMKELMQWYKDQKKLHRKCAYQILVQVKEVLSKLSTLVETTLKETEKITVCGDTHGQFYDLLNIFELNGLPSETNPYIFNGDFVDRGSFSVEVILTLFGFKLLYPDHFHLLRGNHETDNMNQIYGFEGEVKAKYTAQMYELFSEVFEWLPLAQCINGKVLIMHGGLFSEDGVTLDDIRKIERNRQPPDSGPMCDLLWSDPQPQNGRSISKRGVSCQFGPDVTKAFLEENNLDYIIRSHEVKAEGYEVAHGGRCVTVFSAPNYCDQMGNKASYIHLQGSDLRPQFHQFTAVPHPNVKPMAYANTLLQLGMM
Active calls of the source: *; x = no result given; & = joins results of further samples. Not all compounds are listed; count on the stated rates, not on these rows.

SMILES	LYPLA2 counter	CTSL1 counter	TPT1 inh	Efflux pump inh	GASC-1 inh	PREPL inh	PP1 counter	HCV core dimer	PP5 primary
O=C(O)CCc1nnc(SCC(=O)Nc2ccc(Br)cc2)[nH]c1=O	-6	-8	2	0.3	-2	4	-3	3	1.1
CCN1C(=O)C2C(C1=O)N1C(c3cccs3)C3C(=O)N(CC)C(=O)C3N1C2c1cccs1 (stereo not given)	0	-4	-5	0.1	13	-13	-3	-4	2.0
COc1ccc(O)c(/C=N/NC(=O)CCC(=O)Nc2ccc(C)cc2)c1	4	4	2	0.0	2	1	-2	-2	-1.6
C=CCNC(=O)c1cnc2n(c1=O)CCS2	2	-1	2	-0.1	4	-8	-1	-2	1.3
Cn1nnc(C(O)CN2CCOCC2)n1 (stereo not given)	9	-2	-4	-0.1	-11	8	-3	-6	2.2
CS(=O)(=O)Nc1ccccc1C(=O)NCCSCc1ccccc1	2	-2	-2	-0.1	-8	-2	-1	5	1.4
CCCC(c1nnnn1CCOC)N1CCN(C(=O)c2ccco2)CC1 (stereo not given)	4	2	-1	0.2	-3	-6	-3	-11	-0.3
CC(=O)c1c(C)[nH]c(C(=O)N2CCN(S(=O)(=O)c3ccc(C)cc3C)CC2)c1C	-3	x	x	-0.1	-3	6	-2	x	0.3
CCn1cc(C(=O)OCC(=O)Nc2cccc(Cl)c2Cl)c(=O)c2ccc(C)nc21	-2	-2	3	0.0	-35	2	0	2	1.5
C[C@H](NC(=O)c1nc[nH]c1C(=O)N1CCc2ccccc2C1)c1ccccc1	9	x	x	0.1	2	2	1	x	0.0
CS(=O)(=O)NCc1nnc(SCC(=O)NC2CCCCC2)n1-c1ccc(F)cc1	6	-2	2	-0.1	2&4	-3	-1	-6	0.4
CCSc1nnc(NC(=O)CC)s1	5	2	-4	-0.2	4	6	-2	-8	-0.5

Quoted from the listing:
Entry of CC(=O)c1c(C)[nH]c(C(=O)N2CCN(S(=O)(=O)c3ccc(C)cc3C)CC2)c1C under LYPLA2 counter: -3
Entry of COc1ccc(O)c(/C=N/NC(=O)CCC(=O)Nc2ccc(C)cc2)c1 under CTSL1 counter: 4
Entry of CCSc1nnc(NC(=O)CC)s1 under GASC-1 inh: 4

Other records.
SMILES	LYPLA2 counter	CTSL1 counter	TPT1 inh	Efflux pump inh	GASC-1 inh	PREPL inh	PP1 counter	HCV core dimer	PP5 primary
O=C(/C=C/c1ccccc1Cl)OCC(=O)c1ccc[nH]1	1	x	x	0.1	0	-10	-3	x	-0.3
CC1(C)C(=O)OC(c2cccs2)C(C)(C)C1=O (stereo not given)	1	2	-5	-0.2	-1	9	3	3	2.0
COc1cc(Cn2nnc3ccccc32)cc(Br)c1O	4	2	2	-0.1	-1	7	1	-6	3.4
Cc1ccc(/C=N/NC(=O)C[n+]2ccccc2)s1	5	-2	-1	0.2	-11	6	-3	-4	3.1
Cc1nnc(SCC(=O)N2CC(=O)Nc3ccccc32)n1C	-6	2	1	-0.1	9	-3	-3	1	0.8
CCOc1cc(C2C3=C(CCCC3=O)N(CCC(=O)O)C3=C2C(=O)CCC3)ccc1OS(=O)(=O)c1ccc(C)cc1	-1	2	-1	-0.1	-23	17	2	0	0.6
CCOC(=O)C1=C(C)N(CCCC(=O)O)C(=O)NC1c1ccccc1OS(=O)(=O)c1ccc(C)cc1 (stereo not given)	-5	0	-6	0.1	3	3	-2	11	0.4
Nc1nc2c(s1)C(=O)CCC2	8	2	-6	-0.1	-1	18	4	-6	-3.2
COc1cc2c(cc1OC)[C@@H]1Cc3cc4c(cc3[C@H](C2)N1C)OCO4	5	2	-1	-0.2	3	0	2	-7	1.0
COC(=O)c1c(NC(=O)CCCC(=O)O)sc2c1CCCCC2	0	-1	1	-0.2	-5	-2	-2	0	-0.7
CN(Cc1ccc(F)cc1)C(=O)c1ccc(NC(=O)CC2SC(N3CCCC3)=NC2=O)cc1 (stereo not given)	12	-11	5	0.1	4	2	-1	1	-2.7
CCOc1ccc(N(CC(=O)NCc2ccc(OC)cc2)S(=O)(=O)c2c(C)[nH]c(=O)[nH]c2=O)cc1	2	-5	2	0.5	2	1	-6	-13	-4.3

In the list so far, 9 have four or more nitrogen atoms:
SMILES	LYPLA2 counter	CTSL1 counter	TPT1 inh	Efflux pump inh	GASC-1 inh	PREPL inh	PP1 counter	HCV core dimer	PP5 primary
O=C(O)CCc1nnc(SCC(=O)Nc2ccc(Br)cc2)[nH]c1=O	-6	-8	2	0.3	-2	4	-3	3	1.1
CCN1C(=O)C2C(C1=O)N1C(c3cccs3)C3C(=O)N(CC)C(=O)C3N1C2c1cccs1 (stereo not given)	0	-4	-5	0.1	13	-13	-3	-4	2.0
Cn1nnc(C(O)CN2CCOCC2)n1 (stereo not given)	9	-2	-4	-0.1	-11	8	-3	-6	2.2
CCCC(c1nnnn1CCOC)N1CCN(C(=O)c2ccco2)CC1 (stereo not given)	4	2	-1	0.2	-3	-6	-3	-11	-0.3
C[C@H](NC(=O)c1nc[nH]c1C(=O)N1CCc2ccccc2C1)c1ccccc1	9	x	x	0.1	2	2	1	x	0.0
CS(=O)(=O)NCc1nnc(SCC(=O)NC2CCCCC2)n1-c1ccc(F)cc1	6	-2	2	-0.1	2&4	-3	-1	-6	0.4
Cc1nnc(SCC(=O)N2CC(=O)Nc3ccccc32)n1C	-6	2	1	-0.1	9	-3	-3	1	0.8
CN(Cc1ccc(F)cc1)C(=O)c1ccc(NC(=O)CC2SC(N3CCCC3)=NC2=O)cc1 (stereo not given)	12	-11	5	0.1	4	2	-1	1	-2.7
CCOc1ccc(N(CC(=O)NCc2ccc(OC)cc2)S(=O)(=O)c2c(C)[nH]c(=O)[nH]c2=O)cc1	2	-5	2	0.5	2	1	-6	-13	-4.3

Additional compounds
SMILES	LYPLA2 counter	CTSL1 counter	TPT1 inh	Efflux pump inh	GASC-1 inh	PREPL inh	PP1 counter	HCV core dimer	PP5 primary
OC[C@@H]1CCCN1Cc1nc(-c2cccs2)no1	7	3	-2	0.0	-1	10	-1	1	0.9
O=C(C1CCCCC1)N(Cc1ccccc1)c1ccccn1	3	-2	-2	0.0	2	-11	-3	-2	1.3
Cc1nc2ccccc2c(=O)n1/N=C/c1ccccc1O	4	3	-1	-0.1	-3	7	-3	-1	-0.1
COC(=O)c1[nH]c2cc(OC)ccc2c1NC(=O)c1nonc1C	0	-2	0	0.0	-16	2	1	-10	0.4
CCc1ccc(OCC(O)Cn2c(N3CCCCC3)nc3c2c(=O)[nH]c(=O)n3C)cc1 (stereo not given)	9	0	-1	0.0	4	17	3	3	2.5
O=C(NCCCN1CCCCCC1)c1ccc(N2CCCC2=O)cc1	-1	7	0	-0.2	-80	15	-8	4	-3.0
CCCc1nc2ccc(N)cc2c(=O)n1Cc1ccccc1Cl	5	0	0	0.0	3	-7	-2	7	2.6
Cc1cc(Cl)c2oc(C(=O)N(C)CCc3cnn(C)c3)c(C)c2c1	3	4	-3	0.0	-9	-3	1	-14	1.2
Cc1ccc(NC(=O)CCCC(=O)O)c(-c2nc3ccccc3[nH]c2=O)c1	0	5	-2	0.0	6	11	1	0	1.6
CC(C)C(=O)N=c1sc2cccc(F)c2n1C	12	-1	0	-0.1	9	-2	-5	4	-1.4
C/C(=N/NS(=O)(=O)c1ccc(C)cc1)c1ccc(NC(=O)C(F)(F)F)cc1	0	2	-4	-0.1	-3	-2	-2	-2	0.2
COc1ccc(C(=O)NCCS(=O)(=O)N2CCN(Cc3ccccc3)CC2)cc1	5	0	-3	-0.1	5	9	-1	-11	0.8
CCCc1cc(C(=O)NNC(=S)Nc2cccc(C)c2)cs1	-1	16	1	0.0	-4	8	4	3	4.1
Cc1ccc(C)c(NC(=O)CSc2nc3[nH]ncc3c(=O)[nH]2)c1	3	1	-7	0.1	-12	-11	-3	-3	-0.1
CS(=O)(=O)c1ccc(Cl)c(C(=O)Nc2ccc3nc(N4CCOCC4)sc3c2)c1	-4	x	x	0.0	3	31	-1	x	-0.4
COc1ccc(Cl)cc1C(=O)N1CCC2(CC1)CC(=O)c1ccccc1O2	-7	4	-3	0.2	24	42	3	3	-2.9
COc1ccc(S(=O)(=O)n2cnc3cc(C)c(C)cc32)cc1C	3	0	-2	-0.1	3	2	-3	-3	0.5
CCOC(=O)CNC(=O)OC1CCN2Cc3ccccc3N=C12 (stereo not given)	5	2	5	0.2	-1	8	4	-7	1.2
Cn1c(=O)oc2cc(S(=O)(=O)Nc3ccc4c(c3)OCO4)ccc21	1	-1	7	0.1	3	-2	1	12	0.8
CCCOC(=O)c1ccc(OCC(O)CN2C(=O)NC(C)(C)C2=O)cc1 (stereo not given)	-1	-3	-6	0.1	0	-10	-4	0	-1.2
CCOC(=O)c1c(C)cc(C)[nH]c1=O	-1	3	2	0.2	0	2	4	1	-1.7
CCOC(=O)c1sc2nc(N3CCOCC3)c3c(c2c1N)CCCC3	-6	2	4	0.1	-6	21	-4	6	1.8
CCOc1cc(C(=O)N(CC)CC(=O)Nc2ccc3c(c2)OCCO3)ccc1OC	1	x	x	-0.1	0	9	-5	x	-0.1
CCCC(=O)Nc1sc(-c2ccccc2)c(-c2ccccc2)c1C(=O)O	2	5	-6	0.0	-18	-1	2	10	-2.2
CCOC(=O)C1(CCOC)CCN(Cc2cc3ccccc3s2)CC1	6	1	-2	-0.2	19	27	-1	-4	0.8
CC(C)CC(=O)O/N=C1\C(=O)N(c2ccccc2)c2ccccc21	-1	-17	2	-0.1	5	-6	-1	2	3.2

High-throughput results from PubChem BioAssay.
